Assay outcomes (PubChem BioAssay)
MsrA inhibitor: inhibitors of bovine MsrA; purified bovine MsrA, absorbance read-out; inhibition, % at 15.5 µM; hit rate 0.75% among 360,000; AID 651718; in the data active = inhibition above about 4.5%;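 also: 0% = vehicle wells with enzyme and 100% = reference inhibitor wells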
MT1-MMP act inh: blocks activation of human MT1-MMP; P50281; HT1080 RFP-PRO-GFP cells, GFP/RFP ratio fluorescence, overnight; percent of plate control window, DMSO zero; GFP/RFP ratio change, % at 20 µM; hit rate 0.061% among 360,000; AID 651647;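 active = GFP/RFP ratio change of at least 30% with cell ATP level not reduced by more than half and red fluorescence within 50% of control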; also: strong numbers were not always called active
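system = RFP-PRO-GFP reporter HT1080 cells | dosing = 20 µM single dose, 1% DMSO | timing = overnight cell settling, then overnight compound exposure, 37 °C, 5% CO2 | read-out basis = GFP/RFP fluorescence ratio | controls = DMSO and RFP-L50D-GFP cell wells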
E coli Lon inh: inhibitors of E. coli Lon protease; purified E. coli Lon protease, fluorescence polarization; inhibition, % at 7.94 µM; hit rate 0.42% among 360,000; AID 602123; in the data active = inhibition above about 13%, passing the limit was not always enough;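 also: 0% = enzyme with probe and DMSO and 100% = no enzyme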
Rpn11 inh: inhibitors of human proteasome Rpn11; calls only at 20 µM; O00487; human 26S proteasome, Ub4-pepOG fluorescence polarization; 20S core pre-blocked with epoxomicin; hit rate 0.59% among 360,000;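 active = inhibition at 20 µM, scaled to each plate's controls, above about 33%, limit read from the data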
bovine MsrA act: bovine methionine sulfoxide reductase A activation. purified bovine MsrA, absorbance read-out. activation, % at 10.6 µM. hit rate 0.3% among 360,000. AID 602163; in the data active = activation above about 7.5%;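 also: 0% = vehicle and 100% = reference activator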
PABP1 MLLE inh: inhibitors of microRNA-mediated deadenylation, human PABP1 MLLE binding. P11940. GST-MLLE / FITC-PAM2 fluorescence polarization. inhibition, % at 20 µM. hit rate 0.36% among 360,000; in the data active = inhibition above about 35%, passing the limit was not always enough;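 also: plate controls were DMSO wells with GST-MLLE for no effect and wells lacking GST-MLLE protein for full effect; some results filed as inactive read as strong as hits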
Target sequence (P11940 whole entry, looked up): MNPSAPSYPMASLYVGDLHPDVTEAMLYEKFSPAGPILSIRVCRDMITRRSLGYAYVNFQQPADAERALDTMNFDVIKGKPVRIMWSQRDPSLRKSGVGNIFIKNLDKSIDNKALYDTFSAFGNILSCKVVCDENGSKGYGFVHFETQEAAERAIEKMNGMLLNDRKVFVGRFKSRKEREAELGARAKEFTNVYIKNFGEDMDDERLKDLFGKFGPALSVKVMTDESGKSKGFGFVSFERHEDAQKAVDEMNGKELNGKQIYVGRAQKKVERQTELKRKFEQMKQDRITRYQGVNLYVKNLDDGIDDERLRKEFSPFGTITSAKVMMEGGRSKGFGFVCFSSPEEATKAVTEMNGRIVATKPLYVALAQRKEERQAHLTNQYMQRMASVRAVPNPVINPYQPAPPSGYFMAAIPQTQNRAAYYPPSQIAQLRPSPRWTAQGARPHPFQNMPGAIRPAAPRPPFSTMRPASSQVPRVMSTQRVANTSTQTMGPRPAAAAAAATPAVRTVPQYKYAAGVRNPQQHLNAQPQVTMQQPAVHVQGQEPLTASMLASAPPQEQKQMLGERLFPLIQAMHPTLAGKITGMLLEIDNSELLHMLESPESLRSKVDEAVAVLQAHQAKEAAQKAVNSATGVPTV
Rin1-Abl PPI inh: human Rin1-Abl interaction inhibition; AID 588664; TR-FRET Rin1/Abl binding, biochemical; inhibition, % at 7.35 µM; hit rate 0.4% among 360,000; in the data active = inhibition above about 5%, passing the limit was not always enough
FAS TE block: FAS thioesterase (human) inhibition; inhibition, % at 15 µM; P49327; AID 602261; hit rate 0.67% among 360,000; recombinant FAS-TE, OMFH fluorogenic substrate, fluorescence endpoint;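 active = compounds whose normalised, plate-corrected inhibition of enzyme fluorescence in the single-dose primary screen is 50% or more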;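 also: 0% = DMSO with enzyme and 100% = substrate without enzyme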
CSN inh: CSN deneddylation inhibition; AID 651999; Q92905; hit rate 0.38% among 360,000; inhibition, % at 12.5 µM; Purified CSN, SCF-Nedd8-OG deneddylation, fluorescence polarization;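 active = pattern-corrected inhibition above about 35%, with an unprinted fluorescence ratio check between 0.5 and 1.5, limit read from the data, passing the limit was not always enough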;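 also: 0% = enzyme with substrate and 100% = substrate without enzyme; some results filed as inactive read as strong as hits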
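Test system: Human Csn5 produced in HEK293T cells | Compound: 12.5 µM single point | Times: 90 min, room temperature | Signal: Fluorescence polarization readout | Read-out basis: % inhibition of substrate cleavage by Csn5 | Controls: no-enzyme wells high, enzyme-with-substrate wells low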
Starred values were filed as active, the others as inactive; i = inactive.

The first 3 compounds, ahead of the listing:
SMILES | MsrA inhibitor | MT1-MMP act inh | E coli Lon inh | Rpn11 inh | bovine MsrA act | PABP1 MLLE inh | Rin1-Abl PPI inh | FAS TE block | CSN inh
N#Cc1nc(Cc2cccc3ccccc23)oc1NCCCN1CCOCC1 | 0.4 | 6.9 | -9.4 | i | -8.1 | 13.2 | 2.3 | -4.9 | 4.4
CN(C)S(=O)(=O)c1ccc(NC(=O)N2CCOCC2)cc1 | 0.2 | 0.2 | -1.1 | i | -3.0 | 1.0 | 1.3 | -2.3 | -3.4
CC1(C)CC(=O)C=C(Nc2ccc(Br)cn2)C1 | 3.2 | 1.8 | -11.1 | i | -2.6 | 12.7 | 0.2 | -6.8 | 9.5

The listing, from the start:
SMILES | MsrA inhibitor | MT1-MMP act inh | E coli Lon inh | Rpn11 inh | bovine MsrA act | PABP1 MLLE inh | Rin1-Abl PPI inh | FAS TE block | CSN inh
N#Cc1nc(Cc2cccc3ccccc23)oc1NCCCN1CCOCC1 | 0.4 | 6.9 | -9.4 | i | -8.1 | 13.2 | 2.3 | -4.9 | 4.4
CN(C)S(=O)(=O)c1ccc(NC(=O)N2CCOCC2)cc1 | 0.2 | 0.2 | -1.1 | i | -3.0 | 1.0 | 1.3 | -2.3 | -3.4
CC1(C)CC(=O)C=C(Nc2ccc(Br)cn2)C1 | 3.2 | 1.8 | -11.1 | i | -2.6 | 12.7 | 0.2 | -6.8 | 9.5
CCCCn1cnc2c(SCc3ccc([N+](=O)[O-])cc3)nc(N)nc21 | -0.4 | -2.0 | -1.1 | i | -2.7 | 12.0 | 1.1 | 6.0 | 1.7
COc1ccccc1NC(=S)NC(=O)/C=C/c1ccco1 | 1.2 | -6.0 | 4.8 | i | -3.7 | -1.0 | -4.1 | 6.5 | 2.9
O=C(COC(=O)Cc1c(F)cccc1Cl)NC(=O)c1ccccc1 | -0.3 | 2.2 | -7.6 | i | -0.8 | 4.9 | -1.7 | -2.8 | 22.2
COC(=O)c1ccc(CNC(=O)[C@@H]2CCCN2S(=O)(=O)c2ccccc2F)cc1 | -0.3 | 3.3 | 2.5 | i | -6.2 | -18.1 | 2.5 | 0.5 | -1.0
CCn1ccc(C(=O)Nc2sc3c(c2C(=O)OC)CCC3)n1 | 1.7 | 0.9 | -14.9 | i | -2.1 | 12.4 | -4.0 | 27.2 | 1.0
O=C(CSc1ncc(-c2ccc(F)cc2)n1Cc1ccco1)Nc1ccc2c(c1)OCO2 | 1.4 | 1.5 | -2.2 | i | -1.4 | -30.2 | -1.8 | 22.2 | -0.1
CC(=O)Nc1cc(-c2ccc(N)nc2)cn2c(-c3cccc(C(F)(F)F)c3)cnc12 | -0.6 | -6.4 | -31.4 | i | -3.6 | -61.2 | 0.9 | -2.1 | 12.0
CC1(C)NC(=O)N(CCCCOc2ccc(Cl)cc2)C1=O | -0.5 | 6.0 | 13.5 | i | -0.6 | 9.0 | 1.3 | 0.9 | -4.6
Cc1[nH]n(-c2ccc([N+](=O)[O-])cc2)c(=O)c1C=NCCN1CCN(C(=O)c2ccc(Br)cc2)CC1 | 3.3 | 5.3 | 2.3 | i | -13.3 | 4.3 | -2.6 | 32.7 | 3.0
COc1ccc(N(CC(=O)Nc2ccccc2C(N)=O)S(=O)(=O)c2ccc(C)c([N+](=O)[O-])c2)cc1 | 1.6 | -3.3 | 3.9 | i | -2.6 | 8.2 | 0.3 | 19.2 | -0.2
COc1ccc(Nc2ccc(N3C(=O)CCC3=O)cc2[N+](=O)[O-])cn1 | -1.3 | 5.2 | 2.8 | i | -4.0 | 13.9 | -1.0 | 4.3 | 10.1
C=CCn1c(C)nnc1SCC(=O)Nc1nccs1 | 0.1 | 0.3 | -1.9 | i | -4.2 | -9.8 | 0.1 | -4.3 | -2.1
Cn1c(N)c(C(=O)c2ccc(Cl)c(S(=O)(=O)N3CCCCCC3)c2)c(=O)n(C)c1=O | -0.5 | 4.9 | -5.3 | i | -2.6 | 7.4 | 3.3 | 0.8 | -2.7
Clc1ccccc1CN(Cc1ccco1)Cc1nnnn1C1CCCC1 | 0.5 | -4.6 | -0.1 | i | -1.1 | 13.0 | -1.6 | 22.9 | 3.1
C=CCn1c(SCC(=O)NC(=O)c2cccc([N+](=O)[O-])c2)nnc1-c1ccccc1 | -0.5 | 3.4 | 8.1 | i | -9.3 | 2.6 | -0.6 | 0.5 | -17.1
CCc1cc2c3c(c(=O)oc2cc1O)CCCC3 | 2.6 | 0.1 | 5.8 | i | -2.0 | -7.4 | -4.0 | -3.6 | -3.4
CCCCNC(=O)Nc1nnc(-c2ccc(OCC)cc2)o1 | 0.5 | 0.8 | -4.6 | i | 0.1 | 12.6 | 3.0 | -3.6 | -4.6
CCOCCCNC(=O)C(c1ccc(OC)cc1)N(Cc1cccs1)C(=O)c1ccccn1 (stereo not given) | -1.4 | 0.1 | -10.3 | i | -2.9 | -6.2 | 3.0 | 0.3 | 6.4
FC(F)(F)c1ccc2c(c1)NCC1CCCN21 (stereo not given) | 0.5 | -58.1 | -39.6 | i | -14.6 | -8.1 | -3.5 | 5.2 | 21.0
O=C(CCN1C(=O)C2(OCCO2)c2ccccc21)c1ccccc1 | -1.2 | -2.6 | -6.6 | i | 0.5 | 4.0 | -3.0 | -3.6 | -2.8
C=CCOc1ccc(CNc2nccs2)cc1OCC | 0.8 | -1.7 | -6.0 | i | 3.1 | 8.8 | 0.8 | -3.1 | 2.5
O=C1/C(=C/c2ccccn2)SC(=S)N1Cc1ccccc1 | 0.3 | 0.0 | -1.5 | i | -2.2 | 0.8 | 1.1 | 2.1 | 4.1
CC(=O)Oc1cc2c(C(=O)NCc3ccncc3)c(C)oc2c2ccccc12 | -1.2 | 5.2 | -10.9 | i | -1.9 | 0.2 | -0.9 | -1.3 | 2.3
O=C(Oc1ccc(-c2csnn2)cc1)c1cccs1 | -0.4 | -1.7 | -5.0 | i | -0.9 | 2.1 | 3.7 | -1.2 | 5.5
O=C(Nc1cc([N+](=O)[O-])ccc1O)c1cccc(NC(=O)c2ccco2)c1 | 1.3 | 9.1 | 0.4 | i | -2.3 | 15.2 | -2.0 | 1.8 | -3.2

Compound profiles (already shown):
`CN(C)S(=O)(=O)c1ccc(NC(=O)N2CCOCC2)cc1` is listed with MsrA inhibitor = 0.2; MT1-MMP act inh = 0.2; E coli Lon inh = -1.1; Rpn11 inh = i; bovine MsrA act = -3.0; PABP1 MLLE inh = 1.0; Rin1-Abl PPI inh = 1.3; FAS TE block = -2.3; CSN inh = -3.4
`CCCCn1cnc2c(SCc3ccc([N+](=O)[O-])cc3)nc(N)nc21` is listed with MsrA inhibitor = -0.4; MT1-MMP act inh = -2.0; E coli Lon inh = -1.1; Rpn11 inh = i; bovine MsrA act = -2.7; PABP1 MLLE inh = 12.0; Rin1-Abl PPI inh = 1.1; FAS TE block = 6.0; CSN inh = 1.7

3 entries from above, ordered by the value under CSN inh, low to high:
Structure	CSN inh
CCCCNC(=O)Nc1nnc(-c2ccc(OCC)cc2)o1	-4.6
CC(=O)Oc1cc2c(C(=O)NCc3ccncc3)c(C)oc2c2ccccc12	2.3
CCOCCCNC(=O)C(c1ccc(OC)cc1)N(Cc1cccs1)C(=O)c1ccccn1 (stereo not given)	6.4
